Source: PubChem BioAssay (National Center for Advancing Translational Sciences (NCATS))
p53 reactivator – mutant p53 re-activation in reporter cells; AID 504706; H1299 p53-A138V BP100-luciferase reporter, luminescence, 24 h; 0.063% of 320,000 active; Potency, µM (titrated, usually from 92.2 µM), for the others: top-dose activity change, positive = activation, most hits filed as activators; also: potency is read from the fitted curve at half-maximal effect; % of control where 0% means no effect; nearly all actives have a fitted effect of over 45% in size
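H1299 (p53-null), stable ts p53-A138V + BP100-Luc; 1000 cells/well, Opti-MEM/10% FBS; cpd 4 pt, 1:5; 24 h, 37 deg C, 5% CO2; detection reagent 10 min RT; luminescence.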
Rab9 prom act – activators of Rab9 promoter; Huh7 Rab9 promoter-luciferase reporter, luminescence, 24 h; Potency, µM (highest dose often 9.22 µM), without a hit: at the highest dose activation, negative = inhibition, hits mostly activators; 2.8% of 320,000 active; AID 485297; also: potency is read from the fitted curve at half-maximal effect; % of control where 0% means no effect; nearly all actives have a fitted effect of over 60% in size
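Using Huh7 cells stably transfected with Rab9 promoter–luciferase, compounds were incubated 24 h at 37 °C, 5% CO2; luciferase luminescence was read 10 min after reagent addition.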
RORgamma inh – ROR gamma (mouse) transcription inhibition; AID 2551; P51450; Drosophila S2 Gal4-RORgamma UAS-luciferase reporter, 20 h; Potency, µM (top dose mostly 53.6 µM), without a hit: at the highest dose activity change, negative = inhibition, usual class: inhibitors; 5.4% of 310,000 active; also: potency is read from the fitted curve at half-maximal effect; % is scaled to controls: 0 for no effect and ±100 for the full control effect; nearly all actives have a fitted effect of over 60% in size
Target sequence (P51450 whole entry, looked up, the tested form may be a part): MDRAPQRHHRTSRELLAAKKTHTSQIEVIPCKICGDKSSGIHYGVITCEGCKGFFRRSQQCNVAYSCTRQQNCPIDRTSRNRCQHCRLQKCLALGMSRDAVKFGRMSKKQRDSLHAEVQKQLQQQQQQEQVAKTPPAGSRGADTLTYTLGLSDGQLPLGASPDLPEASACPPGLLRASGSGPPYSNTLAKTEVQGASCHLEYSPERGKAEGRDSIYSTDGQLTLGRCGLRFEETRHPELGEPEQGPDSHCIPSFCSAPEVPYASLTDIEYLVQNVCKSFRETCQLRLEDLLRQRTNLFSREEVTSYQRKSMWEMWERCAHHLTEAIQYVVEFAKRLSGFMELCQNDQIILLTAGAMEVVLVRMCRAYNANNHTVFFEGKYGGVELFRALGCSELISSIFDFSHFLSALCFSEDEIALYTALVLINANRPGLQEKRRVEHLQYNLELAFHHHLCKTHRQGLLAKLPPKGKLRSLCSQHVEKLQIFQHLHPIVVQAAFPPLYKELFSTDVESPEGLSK
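Stable Schneider cell line, Gal4 DNA-binding domain fused to ROR gamma, UAS-luciferase. Cmpd 1 hr RT → CuSO4 700 uM final → 20 hr RT → luciferase reagent 10 min → luminescence.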
Gal4-VP16 FLuc – inhibits Gal4-VP16 luciferase reporter, ROR gamma counter-screen | Drosophila S2 Gal4-VP16 UAS-luciferase, luminescence, 20 h | Potency, µM (series often up to 53.6 µM), for the others: at the top dose activity, negative = inhibition, actives largely listed as inhibitors | 3.5% of 310,000 active;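 also: Gal4-VP16 expression switched on by copper sulfate through the metallothionein promoter; potency is read from the fitted curve at half-maximal effect; % is scaled to controls: 0 for no effect and ±100 for the full control effect; nearly all actives have a fitted effect of over 50% in size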
NPC1 prom act – activators of NPC1 promoter. Potency, µM (doses to about 9.22 µM), without a hit: at the highest dose activation, most hits filed as activators. 2.4% of 320,000 active. Huh7 NPC1 promoter luciferase reporter, 24 h;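 also: potency is read from the fitted curve at half-maximal effect; % of control where 0% means no effect; nearly all actives have a fitted effect of over 60% in size; reporter is driven by a mutant NPC1 promoter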
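Stably transfected Huh7 (NPC1 promoter→luciferase), 1500 cells/well in Opti-MEM + 10% FBS, 2 h settle, then compound 24 h at 37 °C. Luminescence after 10 min with Amplite reagent.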
PKM2 act – increases activity of human pyruvate kinase M2; Potency, µM (top dose mostly 57.5 µM), for the others: at the highest dose activation, hits mostly activators; 0.34% of 260,000 active; P14618; purified PKM2, Kinase-Glo ATP luminescence, activation; response scale: 0% is enzyme alone, no compound; also: potency is read from the fitted curve at half-maximal effect; % is scaled to controls: 0 for no effect and ±100 for the full control effect; nearly all actives have a fitted effect of over 55% in size
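Kinase-Glo luminescence reports ATP generated from ADP (0.1 mM) and PEP (0.5 mM) by purified hPK-M2 after 1 h at room temperature, pH 7.2 imidazole buffer; intermediate enzyme activity allows detecting inhibitors and activators.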
ELG1 genotox – induces genotoxicity in HEK293T cells with luciferase-tagged ELG1; HEK293T ELG1-luciferase reporter, luminescence, 16 h; Potency, µM (top dose mostly 46 µM), without a hit: at the top dose activity change, positive = activation, most hits filed as activators; 1.3% of 330,000 active; AID 504466; also: potency is read from the fitted curve at half-maximal effect; % of control where 0% means no effect; nearly all actives have a fitted effect of over 60% in size
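Step 1: seed 2,000 HEK293T ELG1-luciferase cells per well. Step 2: add compound or DMSO, incubate 16 hr at 37 °C. Step 3: ONE-Glo, 30 min at room temperature, read luminescence.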
Giardia killer – Giardia lamblia killing; Giardia lamblia trophozoite viability; activity change, % at 7.66 µM, hits read low; 0.15% of 340,000 active; AID 540267; in the data active = activity change below about -80%; inconclusive = between about -30% and that limit;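 also: parasites exposed to compound for two days anaerobically before the ATP read; % is scaled to controls: 0 for no effect and ±100 for the full control effect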
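Media and compound were dispensed first, then trophozoites at 100 cells/well; plates sat 48 hrs at 37 deg C without oxygen before ATP luminescence reagent was added and read after 15-30 min at room temperature.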
BRCA1 expr up – activators of BRCA1 expression; MCF7-BRCA1-FFLuc reporter, luminescence, 48 h; response scale: scaled: vehicle 0%, 10 µM genistein 100%; Potency, µM (titrated, usually from 46.1 µM), without a hit: top-dose activation, usual class: activators; 1.1% of 380,000 active; also: potency is read from the fitted curve at half-maximal effect; nearly all actives have a fitted effect of over 80% in size; some results filed as inactive show a strong effect at the top dose
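Compounds are tested at multiple concentrations on MCF7 BRCA1-luciferase reporter cells seeded at 2000 per well; after 48 h, a single luminescence end-point is taken and curves fitted to the normalized data.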
Menin-MLL TR inh – displaces Texas Red mutant MLL peptide from human menin; O00255; Menin + Texas Red MLL mutant peptide, fluorescence polarization; Potency, µM (series often up to 61.6 µM), inactives show at the top dose FP activity change, negative = inhibition, usual class: inhibitors; 0.23% of 270,000 active; AID 1768; active = well fitted inhibition curve with a large enough effect in the polarisation, with a control signal flat, not every such curve was filed as active; inconclusive = small, poorly fitted or top-dose-only effect, or effect the other way, or a change in a side signal; inactive = no such curve, though single readings can be large or run the other way; the % refers to the polarisation; also: potency is read from the fitted curve at half-maximal effect; % of control where 0% means no effect; many of its hits are not listed in these tables
FLuc modulator – inhibits or activates purified firefly luciferase, miR-21 counter-screen; 6.9% of 360,000 active; purified FLuc, Km substrates, luminescence inhibition; Potency, µM (series often up to 57.5 µM), inactives show top-dose activity change, negative = inhibition, hits mostly inhibitors; AID 588342; P08659;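 also: potency is read from the fitted curve at half-maximal effect; plate controls were vehicle for no effect and reference inhibitor for full effect; nearly all actives have a fitted effect of over 55% in size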
Target sequence (P08659 whole entry, looked up): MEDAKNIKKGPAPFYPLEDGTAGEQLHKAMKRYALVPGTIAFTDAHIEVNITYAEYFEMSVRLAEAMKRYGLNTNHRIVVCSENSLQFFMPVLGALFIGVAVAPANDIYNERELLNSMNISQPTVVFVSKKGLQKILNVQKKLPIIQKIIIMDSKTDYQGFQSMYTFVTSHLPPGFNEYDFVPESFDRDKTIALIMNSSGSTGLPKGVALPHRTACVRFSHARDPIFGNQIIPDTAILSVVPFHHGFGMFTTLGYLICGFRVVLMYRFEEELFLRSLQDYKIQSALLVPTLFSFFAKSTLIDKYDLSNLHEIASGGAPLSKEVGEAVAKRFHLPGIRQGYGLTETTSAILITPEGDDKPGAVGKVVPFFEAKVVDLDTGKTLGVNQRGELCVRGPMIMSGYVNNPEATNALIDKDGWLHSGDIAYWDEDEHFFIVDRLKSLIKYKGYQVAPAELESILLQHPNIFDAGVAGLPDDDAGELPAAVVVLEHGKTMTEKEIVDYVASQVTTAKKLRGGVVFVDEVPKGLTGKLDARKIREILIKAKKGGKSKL
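Biochemical qHTS of compounds, final roughly 60 µM downward over six points, against 10 nM purified firefly luciferase using Km concentrations of substrates (10 uM D-luciferin, 10 uM ATP) in Tris acetate pH 7.5 buffer; luminescence output.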
Active calls of the source: *; ? = inconclusive; . = no result given; & = joins results of further samples; [ ] = dose if it differs, or a comment. Unless noted, calls follow the shape of the dose curve; as a rule, active = well fitted curve in the direction sought with a large enough effect; inconclusive = small, poorly fitted or top-dose-only effect, or another doubt; inactive = no such curve, though single readings can be large; an effect the other way counts as inactive or inconclusive. These rows are one share of the data, so the mix of outcomes need not match the whole.

canonical_smiles	p53 reactivator	Rab9 prom act	RORgamma inh	Gal4-VP16 FLuc	NPC1 prom act	PKM2 act	ELG1 genotox	Giardia killer	BRCA1 expr up	Menin-MLL TR inh	FLuc modulator
O=c1[nH]n(-c2ccccc2Cl)c(=O)c2ccccc12	-1%	-1%	-1%	0%	-2%	.	-2%	-8	-5%	-9%	0%
Cc1c(NC(=O)OC(C)C)sc(=S)n1C	-4%	-4%	-12%	-2%	0%	7%	0%	-9	-6%	-23%	1%
Cc1ccc(CNC(=O)c2ccc(CS(=O)Cc3cccc(Cl)c3)o2)cc1 (configuration not stated)	-4%	-1%	18%	-6%	0%	.	-6%	-4	-1%	-16%	1%&-14%
CCOc1cccc2sc(=NC(=O)CCS(=O)(=O)c3ccc(F)cc3)n(C)c12	-8%	-1%	.	.	11%	.	-8%	10	-49%	.	0%
COc1ccc(NC(=O)NC2CCCCCCC2)cc1OC	16%	26%	7%	20%	30%	-2%	?	-2	30%	-4%	?
Cc1ccc(OCn2c(=O)sc3ccccc32)cc1	?	?	?	17%	?	3%	16µM*	-4	36%	1%	24µM*
Cc1ccc(NC(=O)CC(NC(=O)c2ccccc2Cl)c2ccccc2)nc1 (configuration not stated)	4%	0%	.	.	0%	.	?	-4	-7%	.	7%
CC(C)Oc1ccc(C(=O)NNC(=O)c2ccccc2C(=O)O)cc1	?	12%	-3%	26%	-1%	6%	0%	25	21%	-1%	21µM*
O=C(c1cn(CC(=O)N2CCCC2)c2ccccc12)C1CCCCC1	5%	5%	12%	0%	-3%	0%	-1%	-5	7%	6%	0%
CCOC(=O)C(CC)n1cnc2c(cnn2-c2ccc(Cl)cc2)c1=O (configuration not stated)	4%	3%	24%	-8%	1%	-8%	-8%	-6	7%	7%	-17%
Cn1c(SCC(=O)N2CCN(S(=O)(=O)c3ccccc3)CC2)nc2ccccc21	-2%	-10%	42%	3%	3%	9%	-2%	-6	-19%	?	-5%
Cc1cccn2c(=O)c(C=Nc3ccccc3)c(NCCO)nc12	2%	-1%	-2%	-3%	8%	7%	1%	5	11%	-4%	?
COc1ccc(/C=C/C(=O)N[C@@H](C)C(=O)O)cc1	1%	-9%	-19%	-9%	1%	5%	0%	-29	-7%	4%	-6%
CCOC(=O)C1CCCN(C(=O)/C(=C/c2ccco2)NC(=O)c2ccccc2)C1 (configuration not stated)	-5%	-5%	11%	2%	-1%	10%	9%	13	-17%	-5%	-2%
O=C(CCCCCN1C(=O)CCC1=O)Nc1ncn[nH]1	-5%	-9%	10%	9%	-3%	-2%	1%	6	-2%	0%	-2%
O=[N+]([O-])c1ccc(N2CCN(Cc3ccncc3)CC2)cc1	.	2%	8%	-12%	-1%	1%[11.5 µM]	-12%	-24	-7%	1%	-1%
O=C(c1cc([N+](=O)[O-])ccc1N1CCOCC1)N1CCN(c2ccc([N+](=O)[O-])cc2)CC1	0%	-7%	.	.	-1%	.	0%	-11	-34%	.	6%
CCOc1ccc(C(=O)N2CCC3(CC2)NCCc2[nH]cnc23)cc1OCC	3%	0%	-18%	-1%	-2%	.	0%[9.26 µM]	5	2%	11%	-1%
O=C(Nc1ccccn1)c1ccc(C(=O)c2ccccc2)cc1	23%	2.5µM*	.	.	3.5µM*	.	4.6µM*	1	56%	.	4.3µM*
Cc1ccc(OCCn2ncc3ccccc3c2=O)c(C)c1	8%	12%	15%	10%	5%	.	5%	9	51%	-12%	-16%
COc1ccc(C(CNC(=O)c2ccc(N3CCCC3=O)cc2)N2CCCC2)cc1 (configuration not stated)	14%	0%	.	.	-2%	.	0%	?	-10%	.	2%
COc1ccc2[nH]c3c(NCCN4CCCCC4)ncnc3c2c1	-26%	4%	3%	-4%	-3%	-4%	0%	.	.	-1%	-2%
COc1ccc(-n2c(Cc3cccn3C)nnc2SCC(=O)Nc2ccccc2C)cc1	-5%	0%	-9%	2%	-5%	3%	2%	-19	-9%	-6%[11.7 µM]	1%
COc1ccccc1N1CCN(C(=O)CN(c2cc(C)cc(C)c2)S(C)(=O)=O)CC1	0%	4%	?	-12%	1%	3%	-2%	-19	-5%	-12%	-1%
CCOC(=O)N1CCN(CC(=O)Nc2ccc([N+](=O)[O-])cc2C(=O)Nc2ccccc2F)CC1	-7%	-7%	-7%	-3%	-2%	2%	-5%	-1	-59%	2%	0%
COCCCn1c(SCC(=O)NC2CCCC2)nnc1-c1cccs1	3%	-2%	3%	4%	2%	3%	-4%	-6	-3%	-7%	2%
CC12CCC(C(=O)NCCN3CCCCC3)(CC1=O)C2(C)C (configuration not stated)	-1%	4%	-1%	-12%	8%	-10%	-7%	12	10%	0%	0%
Oc1c(Cl)cc(Cl)cc1C=Nc1ccc(Br)cc1	2%	-4%	?	-6%	-6%	4%	2%	-11	-26%	27%	-3%
CC(CN1CCN(Cc2ccccc2)CC1)OC(=O)c1ccco1 (configuration not stated)	5%	-3%	-2%	-6%	-2%	-1%	4%	0	-7%	.	-2%
CC(=O)c1cc2c(C)cc(=O)oc2cc1O	-7%	0%	1%	-15%	1%	2%	-11%	-1	27%	.	2%
O=C(OCc1nc(-c2ccccc2)oc1COC(=O)c1ccco1)c1ccco1	?	-7%	8%	1%	-1%	-3%	1%	-6	2%	-5%	0%
COc1ccccc1C(C)NCC(=O)NCc1ccc(C)cc1 (configuration not stated)	2%	2%	13%	7%	-6%	.	0%	4	-2%	-24%	2%
Cc1ccc(-c2nc3ccccc3[nH]c2=O)cc1	19%	?	-21%	-10%	24%	3%	?	?	70%	.	?
Cc1cc(CN2CCCCC2C(=O)Nc2ccc(Oc3cccnc3)cc2)oc1C (configuration not stated)	-10%	4%	27%	-1%	0%	-4%	-1%	-30	1%	.	-7%
CC(C)OCCCNc1nc2c([nH]1)c(=O)n(C)c(=O)n2C	-3%	-3%	4%	7%	-1%	-3%	-4%	1	-13%	8%	1%
Cc1ccc(C)c(S(=O)(=O)N2CCN(C(=O)c3n[nH]c(=O)c4ccccc34)CC2)c1	1%	-3%	.	.	2%	.	-1%	-3	-5%	.	.
CCCc1c(O)nc(SCC(=O)N2CCCCC2)[nH]c1=O	9%	-2%	-38%	-2%	1%	11%	0%	-5	2%	1%	-12%
COc1ccc(C(=O)CSc2ccc(-c3ccco3)nn2)cc1	-1%	-3%	45%	10%	0%	22%	1%	23	14%	31%[activator]	?
N#Cc1c(NCCO)ccc([N+](=O)[O-])c1NCCO	-2%	?	0%	-8%	-1%	30%	-1%	7	11%	.	-1%
Cc1c(N2C(=O)c3ccccc3C2(O)c2ccccc2)c(=O)n(-c2ccccc2)n1C (configuration not stated)	2%	-2%	-17%	-1%	-2%	-8%	0%	25	-2%	.	0%
COc1ccc(N(CC(=O)N/N=C/c2cc(OC)ccc2OC)S(=O)(=O)c2ccccc2)cc1	7%	-6%	16%	-10%	0%	.	-2%	-6	-24%	-4%	-2%
Cc1cccc(C)c1NC(=O)CN(C)C(=O)c1ccccc1C(=O)N(C)Cc1ccccc1	-4%	4%	23%	4%	10%	-2%	-5%	0	-5%	-9%	2%
COc1ccc(Oc2ccc(/C=C/C(=O)c3cccc(OC)c3)cc2[N+](=O)[O-])cc1	-14%	-7%	?	?	0%	-5%	-11%	-2	-100%	9%	-14%
CC(C)OC(=O)c1ccc(Cn2nnc3ccccc3c2=O)cc1	7%	18%	?	?	12%	18%	?	5	33%	9%	-24%
CC1(C)CC(=O)C(C=NCCN2CCN(C(=O)CCl)CC2)=C(O)C1	-11%	15%	1%	27%	-4%	0%	5%	-8	-32%	.	-1%
Cc1cc(C)c2c(c1)cc(C)c1nnc(SCC(=O)N3CCCc4ccccc43)n12	-9%	-3%	-8%	6%	-3%	-3%	-1%	-19	-11%	-2%	4%
Cc1cc(N)n(-c2ccc(C)c(C)c2)n1	23%	29%	-24%	11%	22%	2%	?	22	76%	?	?
CC(=O)c1ccc(S(=O)(=O)N2CCC(Oc3ccc(-n4cnnn4)cc3)CC2)cc1	11%	2%	-19%	1%	-4%	.	1%	1	0%	.	1%&-4%
CCc1nccn1CCC(=O)N1CCc2c([nH]c3ccccc23)C1CC(C)C (configuration not stated)	-5%	5%	9%	8%	4%	2%	-4%	-17	-32%	.	0%
Cc1ccc(C(=O)Nc2ccc(S(=O)(=O)Nc3cnc4ccccc4n3)cc2)cc1	20%	5%	?	5%	0%	-1%	14%	-2	1%	37%[activator]	27µM*
